Assay outcomes deposited in PubChem BioAssay by Broad Institute.
EWS-Fli block = EWS/Fli transcriptional activity inhibition; A673 NR0B1-luciferase reporter, viability-normalised; inhibition, % at 12.6 µM; 350,000 compounds, 0.67% hits; AID 651661;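 active means mean inhibition of at least 50% after viability correction, with every replicate also passing that limit; inconclusive means mean reaches 50% but only one of two replicates passes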;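 further: firefly luciferase signal divided by Alamar Blue viability fluorescence both relative to DMSO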
ARNT-TACC3 inh = disruptors of human ARNT/TACC3 interaction. 390,000 compounds, 0.66% hits. AlphaScreen His-ARNT PAS-B/GST-TACC3 binding, luminescence; TACC3 fragment carries E629A point mutation. Q9Y6A5. inhibition, % at 9.99 µM. AID 623870;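 active means mean inhibition of replicates at least 50% and at least half of replicates each reaching 50%; inconclusive means half or more replicates reach 50% but mean below 50%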;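 further: 0% = complete ARNT plus TACC3 wells and 100% = ARNT alone without TACC3; many hits fall short of the cut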
LGR2 inh = blocks bursicon-induced cAMP signaling via Drosophila LGR2. HEK293 LGR2, CRE-luciferase, bursicon-stimulated, 4 h. inhibition, % at 9.99 µM. 380,000 compounds, 0.35% hits. AID 720647;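 active means drop in luminescence signal, shown as inhibition above about 50% in the replicate tests, limit read from the data, passing the limit was not always enough; inconclusive means probably only some replicates passing the limit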;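 further: agonist challenge used bursicon conditioned medium at about half maximal strength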
Casp6 inh = inhibitors of human caspase-6 | purified caspase-6, Z-VEID-R110 cleavage fluorescence | inhibition, % at 12.5 µM | 350,000 compounds, 0.53% hits | AID 686996;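 active means mean inhibition across replicates at least about 35%, with every replicate also reaching that limit, limit read from the data; inconclusive means only one of the two criteria met; inactive means neither criterion met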;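 further: 0% = median of neutral control wells and 100% = no fluorescence left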
Target sequence (P55212 24-179 limits assumed): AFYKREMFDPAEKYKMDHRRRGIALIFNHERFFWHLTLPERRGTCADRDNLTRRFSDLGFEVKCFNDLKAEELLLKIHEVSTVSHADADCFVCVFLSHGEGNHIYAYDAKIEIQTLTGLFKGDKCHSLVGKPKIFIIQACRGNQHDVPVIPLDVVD
Target sequence (P55212 194-293 limits assumed): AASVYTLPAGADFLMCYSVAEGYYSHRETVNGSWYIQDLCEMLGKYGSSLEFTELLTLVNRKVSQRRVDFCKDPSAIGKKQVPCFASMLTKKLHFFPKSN
SIRT5 block = blocks human SIRT5 desuccinylation of peptide; 330,000 compounds, 1.1% hits; Purified SirT5, succinyl-peptide AMC, trypsin-coupled fluorescence; Q9NXA8; inhibition, % at 15 µM; in the data active means inhibition above about 15%; inconclusive means no clear call, values can overlap the other calls
Target sequence (Q9NXA8 whole entry, looked up): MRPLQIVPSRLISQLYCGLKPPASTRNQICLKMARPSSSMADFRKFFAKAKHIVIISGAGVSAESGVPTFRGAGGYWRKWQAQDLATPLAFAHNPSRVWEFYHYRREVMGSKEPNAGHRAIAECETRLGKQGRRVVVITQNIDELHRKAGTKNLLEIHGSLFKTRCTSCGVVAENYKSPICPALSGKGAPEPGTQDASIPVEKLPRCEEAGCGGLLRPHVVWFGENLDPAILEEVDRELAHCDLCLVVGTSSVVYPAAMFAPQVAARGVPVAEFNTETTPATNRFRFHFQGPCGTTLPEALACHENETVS
DENV2 CPE rescue = inhibitors of DENV2 cytopathic effect; 350,000 compounds, 1.7% hits; DENV2-infected cells, cytopathic effect rescue, plate reader; CPE inhibition, % at 9.99 µM; AID 651640; in the data active means CPE inhibition above about 20%, passing the limit was not always enough; inconclusive means no clear call, values can overlap the other calls; tested in BHK-21 cells;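 further: 0% = median of neutral control wells and 100% = median of positive control wells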
PAX8 reporter = PAX8 transcriptional activity inhibition; RMG-I TPO-luciferase reporter, SteadyGlo, 24 h; inhibition, % at 12.6 µM; 360,000 compounds, 1.2% hits; AID 652154;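 active means mean replicate inhibition at least 60% with every replicate also reaching 60%; inconclusive means only one of the two criteria is met; inactive means mean below 60% and not all replicates reaching 60%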;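 further: luciferase light reporting Pax8 driven TPO promoter activity; plate controls were median of neutral control wells for no effect and mitoxantrone controls for full effect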
The depositor's hits bear a star; ? = inconclusive; nt = not tested or not shown; & = joins results of further samples.

SMILES	EWS-Fli block	ARNT-TACC3 inh	LGR2 inh	Casp6 inh	SIRT5 block	DENV2 CPE rescue	PAX8 reporter
CCN(C(=O)COc1cccc(-n2cnnn2)c1)C1CCS(=O)(=O)C1 (stereo unspecified)	0	5	13	-3	nt	3	6
CCN1CCCC1CN(Cc1cc2ccc(C)cc2[nH]c1=O)C(=S)Nc1ccc(F)cc1 (stereo unspecified)	2	3	16	-1	0	3	1
COc1ccc(N2CCN(C(=O)CCC(=O)N3CCOc4ccc(C)cc43)CC2)cc1	5	0	11	2	3	-2	nt
CC(Nc1nc(-c2ccc(Cl)cc2)cs1)c1nc2cc(Cl)c(N3CCCCC3)cc2n1CCOCCO (stereo unspecified)	1	-3	?	2	3	-5	25
CC[n+]1ccc(/C=C2\Sc3ccccc3N2CCCS(=O)(=O)[O-])c2ccccc21	-3	0	15	1	-1	8	13
O=C(NCCCN1CCOCC1)c1cc(S(=O)(=O)N2CCCCC2)ccc1Cl	-1	nt	2	-3	-3	-8	-8
C=C1SC(Nc2c(C)cccc2C)=NC12CCCCC2	-33	37	0	-4	-2	0	3
C[C@H]1CCCCO[C@@H](CN(C)S(=O)(=O)c2cccs2)[C@@H](C)CN([C@@H](C)CO)C(=O)c2cc(NC(=O)Nc3ccc(F)cc3)ccc2O1	-1	17	17	3	0	-13	-2
COc1ccc(NC(=O)Nc2cccc3c2O[C@H](CN(C)C(=O)Nc2ccc(C(F)(F)F)cc2)[C@H](C)CN([C@@H](C)CO)C3=O)cc1	-7	1	5	nt	nt	-8	-6
C[C@H](CO)N1C[C@H](C)[C@H](CN(C)Cc2ccc(C(F)(F)F)cc2)OCc2ccccc2-c2ccccc2C1=O	1	nt	-9	23	14	-14	21
CON(C)C(=O)c1ccccc1N(C)C(=O)OC(C)(C)C	-1	-1	10	nt	nt	nt	21
COc1ccccc1S(=O)(=O)N[C@H]1C=C[C@H](CC(=O)N2CCCCC2)O[C@H]1CO	9	-5	19	0	1	-1	-13
Cc1noc(C)c1S(=O)(=O)Nc1ccc2c(c1)CC(=O)N([C@H](C)CO)C[C@@H](C)[C@@H](CN(C)Cc1ccc(-c3ccccc3)cc1)O2	5	nt	8	1	4	5	nt
C[C@H]1CN([C@@H](C)CO)C(=O)c2cc(C#CCN(C)C)cnc2O[C@H]1CN(C)C(=O)c1ccc(F)cc1	-12	6	6	0	1	-3	nt
Cc1ccc(S(=O)(=O)NC(=O)Nc2cc(C(C)(C)C)on2)cc1	0	nt	-8	0	9	6	16
CCC(=O)N1CC2(CCN(Cc3cncnc3)CC2)c2c([nH]c3cc(OC)ccc23)[C@@H]1CO	-1	nt	-24	nt	nt	-1	nt
COc1ccc(N(C(=O)c2ccco2)C(C(=O)NC2CCCC2)c2cccs2)c(OC)c1 (stereo unspecified)	11	-1	7	2	-3	6	-3
CCc1ccc(NC(=O)c2cnn3c(C(F)F)cc(C)nc23)cc1	0	nt	2	1	0	-5	7
COC(=O)/C(C#N)=C1/C=Cc2ccccc2N1	-91	nt	nt	0	-2	0	-63
CC(C)Cc1nc(SCC(=O)N2CCCCC2)c2c(=O)n(C)c(=O)n(C)c2n1	1	-16	-2	1	1	-9	31
O=Cc1ccc(OCC(=O)Nc2ccccc2C(F)(F)F)cc1	-6	-2	-14	1	0	nt	-1
CN(C)C(=O)c1cccc(-c2ccc3c(c2)[C@@H]2[C@@H](CCN2C(=O)Nc2cccc(F)c2)[C@H](CO)N3C)c1	2	21	-11	nt	nt	-7	-20
C[C@@H]1CN([C@@H](C)CO)C(=O)c2cccc(NC(=O)Nc3ccc(C(F)(F)F)cc3)c2O[C@@H]1CN(C)S(=O)(=O)c1ccccc1	-20	nt	3	nt	nt	nt	10
CNC(=O)C[C@H]1CC[C@H]2[C@@H](COc3ccc(NC(=O)Nc4ccccc4)cc3C(=O)N2C)O1	-11	-7	-13	3	4	-10	-40

Reprinted from the results shown for reference:
SMILES	EWS-Fli block	ARNT-TACC3 inh	LGR2 inh	Casp6 inh	SIRT5 block	DENV2 CPE rescue	PAX8 reporter
CCc1ccc(NC(=O)c2cnn3c(C(F)F)cc(C)nc23)cc1	0	nt	2	1	0	-5	7
COC(=O)/C(C#N)=C1/C=Cc2ccccc2N1	-91	nt	nt	0	-2	0	-63
CC(C)Cc1nc(SCC(=O)N2CCCCC2)c2c(=O)n(C)c(=O)n(C)c2n1	1	-16	-2	1	1	-9	31
O=Cc1ccc(OCC(=O)Nc2ccccc2C(F)(F)F)cc1	-6	-2	-14	1	0	nt	-1
CN(C)C(=O)c1cccc(-c2ccc3c(c2)[C@@H]2[C@@H](CCN2C(=O)Nc2cccc(F)c2)[C@H](CO)N3C)c1	2	21	-11	nt	nt	-7	-20
C[C@@H]1CN([C@@H](C)CO)C(=O)c2cccc(NC(=O)Nc3ccc(C(F)(F)F)cc3)c2O[C@@H]1CN(C)S(=O)(=O)c1ccccc1	-20	nt	3	nt	nt	nt	10
CNC(=O)C[C@H]1CC[C@H]2[C@@H](COc3ccc(NC(=O)Nc4ccccc4)cc3C(=O)N2C)O1	-11	-7	-13	3	4	-10	-40

Next part:
SMILES	EWS-Fli block	ARNT-TACC3 inh	LGR2 inh	Casp6 inh	SIRT5 block	DENV2 CPE rescue	PAX8 reporter
CCN(CC(=O)Nc1ccccc1C(F)(F)F)C(=O)c1cc(S(=O)(=O)N2CCCCCC2)ccc1OC	-2	-7	31	1	0	5	2
Cc1ccccc1CS(=O)(=O)CCC(=O)O	1	-2	-7	-4	-5	-4	-1
CC1=CC(c2ccc(Cl)cc2)n2nc(NC(=O)CCC(=O)O)nc2N1 (stereo unspecified)	-2	25	8	-2	-29	-5	15
Cc1ccccc1CN(C)C[C@@H]1OCc2cnnn2CCCC(=O)N([C@@H](C)CO)C[C@H]1C	-4&7&0	-1	8&5	-3&-1	-2&-4	8&8	-7&16&8
CC(C)CC#Cc1ccc([C@H]2[C@@H](CO)N3C(=O)CN(C(=O)CN4CCOCC4)C[C@@H]23)cc1	0	nt	2	-1	-1	8	nt
CC(=O)Nc1ccc(NC(=O)CSc2nccn2Cc2ccco2)cc1	-11	-8	8	5	-4	-3	nt
O=C(/C=C\Nc1ccc2c(c1)OCO2)c1cccs1	32	14	-68	8	0	-3	-70
CC(C)OC(=O)c1c2c(n3ccccc13)C(=O)c1ccccc1C2=O	-5	7	nt	-3	-4	nt	16
OCCC1CN(Cc2ccc3ncccc3c2)CCN1Cc1ccccc1 (stereo unspecified)	2	0	11	0	-3	-4	25
Cc1cnc(C(=O)OC(C)C(=O)Nc2ccccc2-c2ccccc2)cn1 (stereo unspecified)	-2	-15	-20	3	1	-5	-24
Cc1cc(N/N=C/c2c[nH]c3ccccc23)c2ccccc2n1	-6	0	-8	-2	1	0	14
CCCC(=O)Nc1ccc2c(c1)C(=O)N(C)C[C@@H](OC)[C@@H](C)CN[C@@H](C)CO2	0	-4	-6	-1	-7	9	-9

Three structures out of the list, sorted by heavy-atom count, descending:
SMILES	EWS-Fli block	ARNT-TACC3 inh	LGR2 inh	Casp6 inh	SIRT5 block	DENV2 CPE rescue	PAX8 reporter
CCN(CC(=O)Nc1ccccc1C(F)(F)F)C(=O)c1cc(S(=O)(=O)N2CCCCCC2)ccc1OC	-2	-7	31	1	0	5	2
OCCC1CN(Cc2ccc3ncccc3c2)CCN1Cc1ccccc1 (stereo unspecified)	2	0	11	0	-3	-4	25
CC1=CC(c2ccc(Cl)cc2)n2nc(NC(=O)CCC(=O)O)nc2N1 (stereo unspecified)	-2	25	8	-2	-29	-5	15

(further entries)
SMILES	EWS-Fli block	ARNT-TACC3 inh	LGR2 inh	Casp6 inh	SIRT5 block	DENV2 CPE rescue	PAX8 reporter
CC(NC(=O)c1ccccc1Cl)C(=O)NCc1cccs1 (stereo unspecified)	-2	0	2	-2	-6	9	-3
O=Cc1c[nH]c2ncccc12	1	0	3	0	-1	?	18
O=[N+]([O-])c1cccc2cn[nH]c12	1	3	nt	3	0	-2	10
NS(=O)(=O)c1ccc(NC(=O)COC(=O)CCc2c[nH]c3ccccc23)cc1	13	-1	-7	3	0	6	9
O=C(CCSc1ccccc1)N1CCN(C(=O)c2ccco2)CC1	-32	-2	-21	0	-1	3	nt
CO[C@H]1CN(C)C(=O)c2cc(NC(=O)Nc3cccc(F)c3)ccc2OC[C@@H](C)N(C)C[C@@H]1C	-2	1	-8	-5	-2	1	nt
Cc1ccc(C(=O)Nc2cc3[nH]c(=O)oc3cc2C)cc1	-4	-3	-10	0	-2	0	28
Cc1cc(=O)n(-c2ccccc2)n1C	-2	-1	10	1	nt	8	nt
CC(C)NC(=O)N(C)C[C@H]1Oc2cc(-c3ccccc3)ccc2S(=O)(=O)N([C@@H](C)CO)C[C@@H]1C	-2	-4	3	1	-6	7	nt
CC(C)NC(=O)N(C)C[C@@H]1Oc2ccc(NS(=O)(=O)c3cn(C)cn3)cc2C(=O)N([C@@H](C)CO)C[C@H]1C	-6	-8	-2	0	3	2	nt
CCOC(=O)c1ccc(-c2c(-c3ccccc3OC)sc3ccc(OC)cc23)cc1F	-3	1	nt	0	nt	0	24
COc1cccc(C2C(C(=O)c3cc4ccccc4o3)=C(O)C(=O)N2CCN2CCOCC2)c1 (stereo unspecified)	6	-5	-2	5	nt	10	3
COc1cc(C2c3cc4c(cc3OC(NCc3ccccc3)C2C)OCO4)cc(OC)c1OC (stereo unspecified)	?	16	7	-3	2	-1	?
O=C(Nc1ccc(F)cc1)Nc1nnc(Cc2ccccc2F)s1	22	-1	12	-3	0	2	20
CC(C)NC(=O)N(C)C[C@H]1Oc2ccc(NS(=O)(=O)c3cn(C)cn3)cc2CC(=O)N([C@@H](C)CO)C[C@H]1C	-12	-8	5	2	-2	-6	13
COCC(=O)Nc1ccc2c(c1)[C@@H]1C[C@@H](CC(=O)N(C)C)O[C@H](CO)[C@@H]1O2	1	nt	-14	nt	nt	18	-13
COc1ccc(NC(=O)Nc2ccc3c(c2)C(=O)N([C@H](C)CO)C[C@@H](C)[C@@H](CN(C)C(=O)CCCN(C)C)OCCCC[C@@H](C)O3)cc1	-9	0	0	1	-4	-1	nt
COc1ccc(NC(=O)CS(=O)(=O)c2ccc(Br)cc2)cc1	2	1	-3	-3	-4	?	12
COC(=O)[C@]1(C)N[C@H](CN(C)C(=O)Nc2ccc(F)cc2)[C@@H]2C(=O)N(C)C(=O)[C@@H]21	-13	2	-16	12	-3	9	-18
COc1ccccc1-n1nnnc1SCC(=O)NCC1CCCO1 (stereo unspecified)	4	-5	2	1	1	-3	-10
N#Cc1nc(-c2ccc(F)cc2)oc1NCc1ccco1	-20	-1	nt	2	-2	-5	-19
COc1cc(C(=O)Nc2cccnc2)cc(OC)c1OC	-5	-5	-10	-1	-3	2	2
C[C@H](CO)N1C[C@H](C)[C@H](CN(C)S(=O)(=O)c2ccc(Cl)cc2)Oc2ccc(NC(=O)Nc3ccccc3)cc2C1=O	4	-1	15	-2	6	8	11
Cc1onc(-c2c(F)cccc2Cl)c1C(=O)NCCCN1CCOCC1	1	0	-8	-10	-3	nt	nt
CCCCc1nc2cc(C(=O)N3CCC(OCCOC)CC3)ccc2o1	nt	-14	-12	-3	-1	1	-38
COc1ccc(C(=O)C2CCN(C(=S)NCC3CCCO3)CC2)cc1 (stereo unspecified)	-5	7	-1	1	6	nt	-4
O=C(O)CCSc1nc2ccccc2n1Cc1ccccc1	-2	-4	6	0	1	7	12
COc1cccc(/C=N/NC(=O)C(=O)N/N=C/c2cccc(OC)c2OC)c1OC	-3	-6	5	2	-3	85*	25
O=C(C[C@H]1C=C[C@H](NC(=O)CN2CCOCC2)[C@H](CO)O1)NC1CCC1	-7	1	1	-2	-1	15	-3
CSc1ccc(/C=N/NC(=O)CN2CCN(Cc3ccc(C)cc3)CC2)cc1	nt	2	-15	nt	nt	nt	1
C=CCc1ccccc1OCCNCCCOC	1	-8	-17	-3	-6	nt	22
